MmCpn inh: M. maripaludis TRiC chaperonin inhibition. hit rate 0.031% among 330,000. Potency, µM (series often up to 76.9 µM), for inactives: at the highest dose activity, negative = inhibition, hits mostly inhibitors. purified Mm-Cpn ATPase, ADP Transcreener TR-FRET; note: potency is the fitted concentration of half-maximal effect; % is set by controls: 0 for no effect and ±100 for the full control effect; nearly all actives have a fitted effect of over 80% in size
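Eu-cryptate anti-ADP/ADP-d2 competition gives a ratio inversely related to ADP. Enzyme at 25 nM was pre-exposed to compound for 10 min, then given 10 uM ATP for 30 min, 37°C throughout.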
HepG2 tox: kills HepG2 cells in TGF-b inhibitor counter-screen; HepG2 CAGA-GFP viability, ATP luminescence, 18 h; Potency, µM (series often up to 46.1 µM), for inactives: at the top dose activity change, negative = cytotoxicity, most hits filed as cytotoxic; hit rate 0.76% among 410,000; AID 588856; note: potency is the fitted concentration of half-maximal effect; some results filed as inactive show a strong effect at the top dose
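CellTiter-Glo luminescence gave cytotoxicity after 18 hours at 37 degrees C. The cells were HepG2 CAGA-GFP in 1% FBS DMEM, stimulated with 500 pg/mL TGF-beta after compound addition. %Activity was normalised to no-cell wells (complete cell-killing) and DMSO (no toxicity), and curves were fitted and classified.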
Nrf2 activator: activators of Nrf2 (ARE) signaling. AREc32 ARE-luciferase reporter (MCF7-derived line), luminescence, 24 h. Potency, µM (series often up to 46.1 µM), without a hit: top-dose activation, usual class: activators. hit rate 0.31% among 410,000; note: potency is the fitted concentration of half-maximal effect; % of control where 0% means no effect; nearly all actives have a fitted effect of over 65% in size
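Each well held 1000 AREc32 cells, which were incubated with compound for 24 hr at 37 deg C after overnight attachment, and ARE reporter activity was quantified by firefly luciferase luminescence.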
TGFb inhibitor: blocks TGF-b signaling | HepG2 CAGA-GFP TGF-b/SMAD3 reporter, GFP fluorescence, 18 h; TGF-beta stimulated, 500 pg/mL final | Potency, µM (top dose mostly 46.1 µM), for inactives: at the top dose activity, negative = inhibition, usual class: inhibitors | hit rate 1.2% among 410,000 | AID 588855; note: potency is the fitted concentration of half-maximal effect; % is set by controls: 0 for no effect and ±100 for the full control effect; nearly all actives have a fitted effect of over 65% in size
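Using HEPG2 CAGA-GFP reporter cells at 1000 cells/well, we pinned test compounds, stimulated with recombinant TGF-beta (500 pg/mL final) and measured total well GFP after 18 h.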
Abeta yeast res: restores growth of yeast expressing A-beta42 peptide | yeast expressing A-beta42, growth rescue, OD600, 48 h; response scale: 0% DMSO, 100% iron-clioquinol control | Potency, µM (titrated, usually from 46.1 µM), for the others: at the top dose growth rescue, most hits filed as activators | hit rate 0.063% among 410,000; note: potency is the fitted concentration of half-maximal effect; nearly all actives have a fitted effect of over 55% in size
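Growth rescue measured by 600 nm absorbance after 48 h yeast culture at 30 C with compound. Values normalized between DMSO and an equimolar ferric chloride plus clioquinol control.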
pAkt inh: blocks phosphorylation of Akt; Neuro2A IGF-stimulated pAkt S473 HTRF, 20 min; stronger effect = lower value; activity change, % for hits at 50 µM; AID 651550; hit rate 0.32% among 360,000; in the data active = activity change below about -80%; inconclusive = mostly about -51% to -80%; note: % is set by controls: 0 for no effect and ±100 for the full control effect
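Single-point screen (50 µM final compound) in Neuro2A cells stimulated 20 min with 6 nM IGF at 37 deg C. After lysis, Ser473-phosphorylated Akt read by HTRF (ex 330 nm, em 615/665 nm) as the 665/615 ratio.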
CCT chaperon mod: changes cytosolic chaperonin activity; purified chaperonin ATPase assay, HTRF ADP detection, 30 min; hit rate 0.3% among 360,000; activity change, % (no concentration beside the values), hits read low; AID 651819; in the data active = activity change below about -30%; note: % is set by controls: 0 for no effect and ±100 for the full control effect
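First, chaperonin was dispensed at 40 nM or 20 nM final depending on batch activity. Next, compounds were pinned at 76 uM and ATP added at 10 uM. After 30 min at 37 °C, ADP detection reagents ran 30 min at ambient temperature.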
A549 tox: A549 cytotoxicity, counter-screen for Nrf2 inhibitors; Potency, µM (top dose mostly 46 µM), without a hit: at the highest dose activity change, negative = cytotoxicity, most hits filed as inhibitors; A549 ARE-Fluc cells, CellTiter-Fluor viability, 18-24 h; hit rate 0.16% among 390,000; note: potency is the fitted concentration of half-maximal effect; % is set by controls: 0 for no effect and ±100 for the full control effect
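A549 ARE_Fluc cells in 5% FBS OPTI-MEM were exposed to compounds in concentration-response for 18-24 h at 37 deg C. Viability was read by CellTiter-Fluor fluorescence (Ex 405/Em 525) after 30 min, before the luciferase read.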
Nrf2 inh: inhibitors of Nrf2 signaling | A549 ARE-Fluc reporter, luciferase luminescence, 18-24 h | Potency, µM (top dose mostly 46 µM), for inactives: at the highest dose activity change, negative = inhibition, hits mostly inhibitors | hit rate 2.1% among 360,000 | AID 504444; note: potency is the fitted concentration of half-maximal effect; % is set by controls: 0 for no effect and ±100 for the full control effect; nearly all actives have a fitted effect of over 60% in size
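Quantitative HTS in A549 cells stably bearing an antioxidant response element-firefly luciferase construct. Inhibition of Nrf2-driven transcription was scored by luminescence after 18-24 h of compound exposure at 37 °C.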
An asterisk follows results filed as active; i = inactive; ? = inconclusive; . = no result given; [ ] = dose if it differs, or a comment. Unless noted, calls come from the whole dose curve; as a rule, active = well fitted curve in the direction sought with a large enough effect; inconclusive = small, poorly fitted or top-dose-only effect, or another doubt; inactive = no such curve, though single readings can be large; an effect the other way counts as inactive or inconclusive.

SMILES	MmCpn inh	HepG2 tox	Nrf2 activator	TGFb inhibitor	Abeta yeast res	pAkt inh	CCT chaperon mod	A549 tox	Nrf2 inh
CCc1cc(C(=O)c2ccc(OC)cc2)c(NC(=O)CN2CCN(C)CC2)s1	0%	7%	2.6%	0%	-18%	i	-0.5	-1%	17%
O=C(C1CC(=O)N(c2ccccc2F)C1)N1CCOCC1 (stereo not drawn)	-1%	9%	0.2%	12%	7%	i	-2.7	0%	10%
COc1ccc(NC(=O)CN(c2cc(C)cc(C)c2)S(=O)(=O)c2c(C)noc2C)cc1Cl	.	-43%	0.6%	-59%	12%	.	.	0%	?
CC(O)C(NC(=O)OCc1ccccc1)C(=O)NCC(=O)NCC(=O)OCc1ccccc1 (stereo not drawn)	.	-2%	0.2%	-1%	-15%	i	0.9	.	.
CCOc1ccc(CN(C)CC(=O)NCc2ccccc2Cl)cc1	0%	2%	4.0%	11%	-10%	i	0.6	6%	18%
COC(=O)CSc1nnc(CNS(=O)(=O)c2ccc(C)cc2)n1C	2%	1%	0.1%	1%	7%	i	1.0	15%	.
COCCNc1nc(-c2cc(-c3ccc(Cl)cc3)on2)cc(C(C)C)n1	1%	-22%	-0.3%	-25%	-1%	i	0.2	-3%	-11%
Cc1ccccc1NC(=O)C1CCCN(S(=O)(=O)c2c(C)noc2C)C1 (stereo not drawn)	-1%	1%	-0.7%	-26%	2%	i	1.3	?	-3%
COc1ccc(-c2nnc(SCC(=O)N3CCCCC3)o2)cc1OC	1%	-66%	0.0%	5%	20%	i	0.3	-4%	-3%
CC(=O)c1cccc(CN2CCC(CO)(Cc3ccccc3)CC2)c1	-6%	-14%	-0.1%	2%	-6%	i	1.3	-1%	-10%
NC(=O)COC(=O)c1ccccc1OCc1ccc(Cl)cc1	3%	-5%	0.3%	-10%	-11%	i	-0.6	0%	11%
CCOc1ccc(CC(=O)N/N=C/c2sccc2C)cc1	1%	-15%	0.0%	-18%	5%	i	-4.5	0%	1%
Cc1ccc2oc(-c3ccc(C)c(NC(=O)c4ccc(C(C)(C)C)cc4)c3)nc2c1	.	-21%	0.2%	-2%	-28%	.	.	13%	?
COc1ccc(C2CC(=O)OC3=C2C(=O)CC(C)(C)C3)c(OC)c1 (stereo not drawn)	0%	-8%	0.4%	4%	10%	i	0.7	1%	0%
Cc1cc2[nH]c(=O)c(=O)[nH]c2cc1S(=O)(=O)Nc1ccc(OC(F)(F)F)cc1	.	-39%	0.3%	0%	-1%	.	.	3%	26%
COc1ccc(N2CCN(C(=O)c3nc(-c4ccc(Cl)cc4)n4c3CCCCC4)CC2)cc1	.	3%	-0.8%	-10%	10%	.	.	-9%	-4%
Cn1c(CCN2CCCCC2)nc2cc(NS(=O)(=O)c3ccc(Cl)cc3)ccc21	-1%	-54%	?	-8%	4%	i	-0.1	1%	-1%
Cc1nn(-c2ccccc2)c(N2CCCCC2)c1/C=N/NC(=O)c1ccncc1	2%	3%	2.9%	-2%	-13%	i	-2.3	1%	-1%
c1ccc(-n2cnc3cc(NCc4ccccn4)ccc32)cc1	-3%	1%	2.6%	?	-1%	i	-11	2%	3%
O=C(N/N=C/c1cccc([N+](=O)[O-])c1)c1c[nH]c2ccccc12	0%	-27%	?	-9%	12%	i	-0.1	-1%	?
CCC/C=N/NC(=O)C1COc2ccccc2O1 (stereo not drawn)	1%	-3%	0.8%	6%	-10%	i	-0.5	4%	-10%
COc1ccc(CCNC(=O)CCc2ccsc2)cc1OC	2%	4%	-0.3%	4%	-6%	i	-1.3	3%	6%
CC1=NC(C(F)(F)F)(C(F)(F)F)C2=C(CC(C)(C)CC2=O)N1Cc1ccco1	-2%	-20%	-0.3%	?	6%	i	0.8	17%	?
O=C(NNC(=O)c1sccc1-n1cccc1)c1cccs1	1%	-18%	5.1%	-7%	6%	i	-1.4	2%	11%
CCOc1ccc(-c2nnc(SCC(=O)Nc3ccc4c(c3)c3ccccc3n4CC)n2N)cc1	-12%	-77%	4.0%	?	-2%	i	-0.3	?	?
Cc1cc(C)cc(CC(CC(=O)Nc2ccc(Cl)cc2)C(=O)O)c1 (stereo not drawn)	-4%	0%	-0.5%	-2%	6%	i	-0.6	-1%	2%
COc1ccc(-c2cn3cccnc3n2)cc1NC(=O)c1ccc(Br)o1	3%	1%	-0.4%	-18%	2%	i	-3.6	-1%	.
Cc1ccc(-c2c[n+](CC(=O)Nc3cc(=O)n(C)c(=O)n3C)c3n2CCC3)cc1	3%	-5%	-1.3%	-25%	2%	i	-2.2	1%	-16%
CCn1c(N)c(C(=O)NCC2CCCO2)sc1=S (stereo not drawn)	1%	1%	-0.4%	-2%	1%	i	-0.2	-1%	7%
Cc1nc(N)ncc1CCC1OCCO1	.	10%	-0.2%	2%	-1%	i	2.6	.	.
COc1ccc(NC(=O)c2ccco2)cc1NC(=O)COc1ccc(Cl)cc1C	.	-3%	6.6%	-18%	-6%	.	.	-9%	-24%
COc1cccc(C2C(C(=O)c3cccs3)=C(O)C(=O)N2c2cc(C)on2)c1 (stereo not drawn)	-12%	-4%	9.3%	-12%	-14%	i	-0.9	-2%	25%
O=C1C=C(Nc2ccc(Cl)cc2)CC(c2ccc(Cl)cc2)C1 (stereo not drawn)	1%	-41%	-1.0%	-23%	-39%[inhibitor]	i	0.0	-2%	?
CCCOc1ccc(C(=O)CCC(=O)OC(C)C(=O)Nc2ccc(NC(C)=O)cc2)cc1 (stereo not drawn)	2%	2%	-0.1%	?	-8%	i	0.7	-7%	7%
CCn1c(C)c(C)c2cc(C(=O)NCCCN3CCCCCC3)ccc21	-3%	-13%	0.6%	-8%	-4%	i	-2.3	13%	29%
COc1ccc(NC(=O)CSc2nc(O)cc(=O)n2-c2ccc(OC)cc2)cc1	?	-23%	-0.4%	2%	5%	i	-0.3	-10%	-7%
Cc1nnc(SCc2nc3ccccc3s2)n1-c1ccccc1	-2%	-10%	13%	0%	-7%	i	-0.4	-3%	?
CCn1c(/N=C/c2ccccc2NS(=O)(=O)c2ccc(C)cc2)nc2ccccc21	1%	5%	0.4%	?	-17%	i	1.9	-8%	14%
Cc1cc(C)n(CCC(=O)N/N=C/c2ccc(Cl)c([N+](=O)[O-])c2)n1	2%	-26%	?	-23%	3%	i	0.7	-9%	5%
CCCN(CC(=O)Nc1ccccc1OC)C(=O)c1cc(S(=O)(=O)NCc2ccccc2)ccc1C	0%	-9%	-0.1%	-20%	0%	i	1.5	0%	4%

Random excerpt: 2 compounds from above.
SMILES	MmCpn inh	HepG2 tox	Nrf2 activator	TGFb inhibitor	Abeta yeast res	pAkt inh	CCT chaperon mod	A549 tox	Nrf2 inh
COc1ccc(CCNC(=O)CCc2ccsc2)cc1OC	2%	4%	-0.3%	4%	-6%	i	-1.3	3%	6%
CCOc1ccc(CN(C)CC(=O)NCc2ccccc2Cl)cc1	0%	2%	4.0%	11%	-10%	i	0.6	6%	18%

Shown bar-delimited: 3 of the compounds above
compound | MmCpn inh | HepG2 tox | Nrf2 activator | TGFb inhibitor | Abeta yeast res | pAkt inh | CCT chaperon mod | A549 tox | Nrf2 inh
CCn1c(C)c(C)c2cc(C(=O)NCCCN3CCCCCC3)ccc21 | -3% | -13% | 0.6% | -8% | -4% | i | -2.3 | 13% | 29%
COc1ccc(NC(=O)CSc2nc(O)cc(=O)n2-c2ccc(OC)cc2)cc1 | ? | -23% | -0.4% | 2% | 5% | i | -0.3 | -10% | -7%
CCn1c(/N=C/c2ccccc2NS(=O)(=O)c2ccc(C)cc2)nc2ccccc21 | 1% | 5% | 0.4% | ? | -17% | i | 1.9 | -8% | 14%

New compounds follow
SMILES	MmCpn inh	HepG2 tox	Nrf2 activator	TGFb inhibitor	Abeta yeast res	pAkt inh	CCT chaperon mod	A549 tox	Nrf2 inh
Nc1c(C(=O)Nc2ccccc2)sc2nc(N3CCOCC3)c3c(c12)CCCC3	.	1%	3.3%	2%	-12%	i	-2.1	.	.
O=S(=O)(c1ccc(OCC(O)CNCc2ccco2)c(Cl)c1)N1CCOCC1 (stereo not drawn)	2%	-37%	0.5%	-24%	13%	i	-1.7	-1%	7%
COc1ccc(-c2ccnc3c(-c4ccc(F)cc4)c(C)nn23)cc1OC	.	2%	0.2%	-4%	-5%	.	.	-8%	?
COc1ccc2cc(OCC(=O)NNC(=O)Nc3ccc(OC)c(OC)c3)ccc2c1	-4%	-2%	4.3%	21%	1%	i	-0.9	-4%	-10%
Clc1cccc(CNc2ccn3nc(-c4cccc(OCc5ccccc5)c4)cc3n2)c1	.	-21%	0.5%	-19%	-5%	i	1.7	.	.
Cc1cccc(NC(=O)CSc2nc3ccccc3nc2N2CCCCC2)c1	-7%	-38%	-3.4%	-10%	3%	i	-0.2	1%	28%
Cc1ccc(C(=O)NCCSc2ccc(Cl)cc2)cc1[N+](=O)[O-]	-8%	-13%	-0.8%	-14%	-28%	i	-3.8	-13%	.
COC(=O)CSC(=S)N1CCCC(C)C1 (stereo not drawn)	2%	-28%	-0.2%	-6%	6%	i	0.7	-1%	-26%
CCOC(=O)c1nn(-c2ccc3c(c2)OCCO3)cc1O	1%	-12%	-1.1%	11%	-9%	i	-5.3	2%	1%
CC(C)(C)c1ccc(OCCNC(=O)Cc2ccc(F)cc2)cc1	1%	-10%	-0.2%	5%	46%	i	0.5	4%	-2%
COCCn1c(C)cc(C(=O)CSc2ccc3ccccc3n2)c1C	0%	-2%	3.2%	0%	13%	i	0.4	3%	?
